Screening data as filed in PubChem.
Sm TGR inh: inhibitors of Schistosoma mansoni thioredoxin glutathione reductase; Q962Y6; purified TGR, DTNB reduction, TNB absorbance 405 nm; Potency, µM (top dose mostly 114 µM), for inactives: at the top dose activity change, negative = inhibition, most hits filed as inhibitors; actives 3% (n = 360,000); also: potency is read from the fitted curve at half-maximal effect; nearly all actives have a fitted effect of over 60% in size
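TGR 20 nM + NADPH 100 uM (dispensed conc.), cpd preinc 15 min RT; start with NADPH (500 uM addition) then DTNB (15 mM addition). Kinetic TNB absorbance, 405 nm filter. Four-parameter Hill fit across titration.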
AmpC inh detg: AmpC beta-lactamase inhibition with detergent present; AID 485294; Potency, µM (titrated, usually from 114 µM), for inactives: top-dose activity change, negative = inhibition, hits mostly inhibitors; P00811; actives 0.041% (n = 370,000); AmpC hydrolysis of nitrocefin, absorbance 480 nm, 0.01% Triton;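 also: potency is read from the fitted curve at half-maximal effect; 0% = no-compound wells and -100% = no-enzyme wells; nearly all actives have a fitted effect of over 25% in size; some results filed as inactive show a strong effect at the top dose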
Target sequence (P00811 whole entry, looked up): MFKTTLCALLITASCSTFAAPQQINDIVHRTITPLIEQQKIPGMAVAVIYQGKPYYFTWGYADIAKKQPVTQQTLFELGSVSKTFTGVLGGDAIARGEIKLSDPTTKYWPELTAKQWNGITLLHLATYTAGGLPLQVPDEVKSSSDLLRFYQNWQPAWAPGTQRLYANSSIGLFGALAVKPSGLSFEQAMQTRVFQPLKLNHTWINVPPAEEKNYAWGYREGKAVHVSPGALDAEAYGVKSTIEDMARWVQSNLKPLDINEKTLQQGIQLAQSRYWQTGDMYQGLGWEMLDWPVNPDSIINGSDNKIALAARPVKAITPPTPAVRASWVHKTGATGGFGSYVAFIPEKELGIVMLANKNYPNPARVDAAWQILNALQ
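AmpC (5.3 nM in the dispensed reagent) in 20 mM phosphate pH 7.0 with 0.01% (detergent screen) or 0.0001% Triton X-100 was preincubated with compounds for 15 min at room temperature. Nitrocefin was then added from an 800 uM solution, and hydrolysis was followed at 480 nm.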
HCV inhibitor: HCV inhibition. actives 3.4% (n = 340,000). AID 651820. Huh7.5.1 HCVcc-Cre infection, luciferase reporter, 44 h. Potency, µM (series often up to 41.8 µM), for the others: top-dose activity change, negative = inhibition, actives largely listed as inhibitors; also: potency is read from the fitted curve at half-maximal effect
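Infectious HCV cell culture screen: compound-treated cells (1,000/well, pre-plated 4 h) are infected with HCVcc-Cre at roughly 0.5 moi and grown 44 h. Infection is quantified by luciferase signal after 15 min substrate incubation at room temperature.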
Giardia FBPA inh: Giardia lamblia aldolase inhibition; purified Giardia FBPA; Potency, µM (doses to about 59.6 µM), inactives show at the highest dose activity, negative = inhibition, hits mostly inhibitors; actives 0.71% (n = 290,000); also: potency is read from the fitted curve at half-maximal effect; nearly all actives have a fitted effect of over 55% in size
Target sequence (A8B2U2 whole entry, looked up): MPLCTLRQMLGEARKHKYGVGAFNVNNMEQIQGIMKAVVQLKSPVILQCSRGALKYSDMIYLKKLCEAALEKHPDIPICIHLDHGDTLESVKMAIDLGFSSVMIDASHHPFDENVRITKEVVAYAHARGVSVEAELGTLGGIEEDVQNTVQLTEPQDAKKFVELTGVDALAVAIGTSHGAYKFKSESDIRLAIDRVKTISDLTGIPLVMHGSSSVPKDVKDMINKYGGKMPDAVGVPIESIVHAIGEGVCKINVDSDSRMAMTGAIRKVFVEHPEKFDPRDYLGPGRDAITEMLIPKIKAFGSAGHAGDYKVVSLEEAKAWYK
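40 nM FBPA preincubated 10 min at RT with compound (up to 57.5 uM final), then substrate plus GAPDH/TPI/NAD/arsenate coupling and diaphorase/resazurin added. Fluorescence read after 20 min at RT, 525/598 nm.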
AMA1-RON2 inh: disrupts binding of P. falciparum AMA1 to RON2. AlphaScreen AMA1-biotinylated RON2 peptide binding. AID 720542. Potency, µM (doses to about 58.2 µM), without a hit: at the top dose activity change, negative = inhibition, actives largely listed as inhibitors. actives 0.2% (n = 360,000);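 also: potency is read from the fitted curve at half-maximal effect; 0% = vehicle wells and -100% = peptide control; nearly all actives have a fitted effect of over 45% in size; some results filed as inactive show a strong effect at the top dose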
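AMA1 (3D7) with his tag at 25 nM final met compounds first, then biotinylated RON2 peptide at 25 nM; detection used donor plus acceptor beads, 10 µg/mL apiece, read by AlphaScreen after 30 min at room temperature.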
HCMV antiviral: inhibitors of human cytomegalovirus; HFF cells, HCMV-luciferase reporter, 72 h; hits give low values; activity change, negative = inhibition, % at 57.5 µM; actives 4.5% (n = 410,000); in the data active = activity change below about -60%; inconclusive = no clear call, values can overlap the other calls; inactive = above about -39%
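Screen run at 2 compound doses on HFFs infected with reporter HCMV, MOI 1 PFU/cell. Luciferase activity from cell lysates at 72 h post infection gave inhibition relative to buffer-only and Salinomycin wells.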
* = called active by the depositor; ? = inconclusive; / = not tested or not shown; [ ] = remark or other dose. Unless noted, calls follow the shape of the dose curve; as a rule, active = well fitted curve in the direction sought with a large enough effect; inconclusive = small, poorly fitted or top-dose-only effect, or another doubt; inactive = no such curve, though single readings can be large; an effect the other way counts as inactive or inconclusive. Unless noted, % is scaled to controls: 0 for no effect and ±100 for the full control effect.

SMILES	Sm TGR inh	AmpC inh detg	HCV inhibitor	Giardia FBPA inh	AMA1-RON2 inh	HCMV antiviral
O=C(Nc1c(Br)cc2c(c1Br)Cc1ccccc1-2)C(Cl)Cl	/	/	26.4%	/	12.6%	30.1
CC1CCC/C(=N\NC(=S)Nc2ccccc2)C1 (configuration not stated)	-24.5%	3.3%	37.1%[activator]	-6.1%	-0.9%	41.8
Cc1nc2nc(SCC(=O)NCc3ccccc3)nn2c(C)c1Cc1ccccc1	17.2%	12.9%	/	/	/	-16.3
O=S(=O)(NCCc1ccc(Cl)cc1)c1cccs1	-4.1%	8.2%	1.6%	/	-3.2%	-79.1*
COc1cc(NC(=O)c2ccc(OC)c([N+](=O)[O-])c2)ccc1NC(=O)c1ccco1	-0.4%	4.2%	?	15.9%	-6.4%	-34.9
CCOc1ccc(C2=C(C(=O)CC)Sc3nncn3N2C(=O)CC)cc1	-30.6%	-1.4%	/	/	/	-100.9*
O=C(OCc1ccc2c(c1)OCO2)c1ccc(S(=O)(=O)N2CCCCC2)cc1	2.1%	-4.9%	7.0%	6.5%	3.4%	-24.8
CNC(=S)N/N=C(\C)c1ccc(-n2ccnc2)cc1	-30.6%	-1.0%	-13.5%	-24.8%	43.3%[activator]	39.2
Cc1ccc(-n2c(-c3ccncc3)n[nH]c2=S)c(C)c1	23.1%	-8.8%	17.2%	-28.1%	31.9%[activator]	-33.5
COc1ccc(C2/C(=C(\O)c3ccc(OC)c(Cl)c3)C(=O)C(=O)N2CCN(C)C)cc1 (configuration not stated)	-5.7%	-17.9%	6.3%	3.0%	13.8%	38.9
CCn1c(=O)cc(SCC(=O)N2CCOCC2)c2ccccc21	-8.3%	-9.8%	15.4%	1.8%	5.2%	110.6
CCOC(=O)c1cccc(S(=O)(=O)N2CCCC2)c1	-0.5%	-3.7%	14.4%	-0.4%	-3.5%	47.4
CCOC(=O)c1c(CN2CCCCC2)n(C)c2cc(Br)c(O)cc12	8.7%	-9.2%	-24.9%	0.2%	-2.1%	0.9
Cc1ccc(C(=O)N2CCOCC2)cc1S(=O)(=O)N1CCOCC1	-32.6%	2.2%	10.1%	1.9%	20.5%	33.2
O=c1[nH]nc(-c2n[nH]c(=O)o2)o1	/	/	22.6%	/	22.2%	36.2
CCC1C(=O)N=C(SCC(=O)Nc2ccccc2)NC1=O (configuration not stated)	-3.7%	-6.7%	6.5%	5.3%	3.9%	2.2
Cc1ccc2nsnc2c1S(=O)(=O)NCc1ccc2c(c1)OCO2	-15.3%	?	0.2%	6.2%	-28.1%	-17.7
Nc1ccc2nc(NC(=O)C3CCCCC3)sc2c1	5.2%[57.1 µM]	-0.6%	7.2%	-1.0%	4.0%	29.7
CCn1c(=O)n(CC)c2cc(N3CCCC3)c(NC(=O)c3ccccc3Br)cc21	?	-7.2%	5.1%	?	-8.5%	-16.9
Cc1cccc(-n2c(SCC(=O)Nc3nnc(C)s3)nnc2-c2ccoc2C)c1	-8.4%	-12.0%	0.7%	3.9%	-6.5%	-10.9
COc1cccc(Cn2cc(C(=O)c3ccccc3)c(=O)c3cc4c(cc32)OCO4)c1	0.8%	-0.8%	/	/	/	-14.9
CCCNCC1COc2ccccc2O1 (configuration not stated)	-8.5%	-10.7%	32.9%[activator]	1.8%	7.1%	/
Nc1ncnc2c1cnn2C1CCCCC1	-0.9%	-12.4%	7.7%	0.1%	-1.4%	16.6
O=C(NCc1ccccc1)c1ccc2c(=O)n3c(nc2c1)CCCCC3	2.9%	?	-16.7%	8.1%	-2.1%	-10.8
Cc1cc2n(c1)CCn1c(C)ccc1-2	44.7µM*	-11.1%	-6.7%	?	/	/
O=C(CN(C(=O)c1csnn1)c1cccc(F)c1)NC1CCCC1	-2.6%	1.5%	13.4%	4.8%	6.2%	-11.2
O=C(O)c1ccc(S(=O)(=O)N[C@H](Cc2c[nH]c3ccccc23)C(=O)O)cc1	-27.0%	1.0%	/	-9.9%	/	/
COc1ccc(/C(C)=N/NC(=O)CNC(=O)c2cccnc2)cc1OC	16.7%	-3.9%	8.6%	-0.5%	36.7%[activator]	95.6
Cc1ccn2cc(-c3nonc3C)cc2c1	-12.8%	0.1%	-5.6%	?	7.9%	36.6
CCN(CC)S(=O)(=O)c1ccc(Cl)c(C(=O)OC2CC(C)OC2=O)c1 (configuration not stated)	-0.4%	4.8%	6.6%	-0.3%	-9.6%	2.9
Cc1ccc(-n2cc(-c3ccc([N+](=O)[O-])cc3)[nH]c2=S)c(C)c1	-10.4%	-7.4%	?	8.5%	-6.7%	-64.3*
CC[C@@H]1[C@H]2CCCC(=O)N3CC[C@@H](C[C@@H]1Nc1ccccc1)[C@@H]23	-5.3%	?	5.1%	-2.7%	-7.6%	-14.7
Cn1cncc1C#Cc1ccc2cc(CCO)oc(=O)c2c1	11.2µM*	3.6%	4.0%	/	-22.3%	-7.3
CC(C)(C)c1ccc(O)c(CN2CCN(c3ccccc3)CC2)c1	24.8%	-2.0%	-3.5%	4.9%	-2.1%	-13.0
CCOc1cc(C(=O)Nc2ccc(S(=O)(=O)NC3=NCCCCC3)cc2)cc(Br)c1OC	12.9%	-4.7%	-27.0%	/	4.7%	-9.5
COc1cc(C2C(C#N)=C(N)Oc3c2oc(CO)cc3=O)ccc1OC(C)C (configuration not stated)	-6.8%	-13.6%	1.1%	-23.2%	7.5%	-8.7
CC(C)NS(=O)(=O)c1ccc(CCC(=O)N2CCCC2)cc1	/	-8.3%	18.4%	8.7%	-4.0%	-34.1
CC(=O)Nc1ccc(NC(=O)Nc2ccccc2)cc1	-28.9%	-6.9%	8.5%	-7.5%	-4.9%	1.8
CNC(=S)N/N=C/c1ccc(OCc2ccccc2)c(Br)c1	-6.3%	-1.2%	21.1%	0.5%	36.1%[activator]	-27.1
O=C(O)C1C(c2ccccc2)c2ccccc2C(O)C1CO (configuration not stated)	/	/	16.2%	/	19.8%	-11.5
CN(C)S(=O)(=O)c1cc(C(=O)O)c(NC2CCCCC2)cc1Cl	-11.6%	7.7%	20.4%	11.7%	0.8%	40.5
O=S(=O)(c1ccccc1)N1N=C(c2ccc(Cl)cc2)CC1c1ccco1 (configuration not stated)	39.8µM*	?	?	/	0.7%	-32.8
Cc1cc(C)n(-c2nc3ccccc3nc2N2CCC(C)CC2)n1	6.9%	-2.2%	-4.4%	7.6%	20.1%	-6.5
Cc1ccc2c(c1)[C@H]1[C@H](CO2)[C@H](c2ccccc2)[C@]2(C)C(=O)NCC(=O)N12	-17.2%	-5.6%	-10.0%	/	0.8%	9.5
Cn1ccnc1C1CCCCN1Cc1nc(Cc2cccc(C(F)(F)F)c2)no1 (configuration not stated)	3.6%	1.0%	-0.6%	1.0%	22.7%	-22.2
COc1ccc(NC(=O)CN2CC(C)OC(C)C2)cc1Cl (configuration not stated)	9.3%	-17.8%	-5.6%	2.4%	-4.6%	13.3
COc1ccc(CN2CCN(C(=O)c3cccs3)CC2)cc1Br	10.1%	-7.0%	6.3%	?	-18.4%	13.8
Cc1ccc(N(CC(O)CN2CCOCC2)S(=O)(=O)c2ccc([N+](=O)[O-])cc2)cc1 (configuration not stated)	-26.1%	?	31.5%[activator]	5.5%	3.0%	-2.4
CN1CCN(/N=C/c2ccc(Br)cc2)CC1	8.2%	-4.2%	-10.0%	2.5%	-11.5%	?
O=C(NC1CC1)C1=C[C@H](C2CCCCC2)C[C@H](OCCCCO)O1	-5.2%	-0.7%	12.2%	-0.5%	11.3%	-63.9*
Cc1nn(Cc2ccc(Cl)cc2Cl)c(C)c1NC(=O)c1nc2n(n1)C(C(F)F)CC(C)N2 (configuration not stated)	2.3%	-13.1%	-16.3%	13.1%	1.8%	-29.6
Cc1ccc(-c2nnc(N)o2)cc1	5.0%	-11.4%	15.3%	2.4%	15.5%	8.0
CC1(C)CC(=O)C2=C(C1)N(Cc1ccco1)C(=O)C2(NC(=O)c1ccc(Cl)cc1Cl)C(F)(F)F (configuration not stated)	1.2%	?	7.0%	0.2%	-5.6%	-30.3
CCn1c(O)c(C=Nc2ccccc2)sc1=O	/	5.4%	15.9%	0.7%	-0.6%	?
Cc1cc(C)cc(OCC(=O)Nc2ccc(N3CCCC3)cc2)c1	-10.6%	-4.3%	-5.4%	-22.6%	?	/
CCNC1=C(Cl)C(=O)c2ccccc2C1=O	1.1%	10.1%	?	?	-20.6%	-32.8
O=C(Nc1cc(C(F)(F)F)ccc1-n1cnc2ccccc21)c1ccccc1	-12.3%	-2.6%	10.6%	-1.6%	-12.4%	?
O=C(NC1CC1)C1CCN(C2CCN(C(=O)c3ccc(C(F)(F)F)cc3)CC2)CC1	-1.0%	-1.7%	5.4%	-0.6%	10.2%	-33.0
CCc1nnc(NC(=O)CN2CCN(Cc3cccc(Cl)c3)CC2)s1	-2.7%	1.8%	-1.0%	?	58.4%[activator]	3.8
COc1cc2nc(Nc3ccc(C)c(Cl)c3)nc(N)c2cc1OC	-1.7%	-5.5%	?	-3.5%	?	-35.6
Cc1sc2nc(SCC(=O)Nc3cccc(C(=O)O)c3)[nH]c(=O)c2c1C	-9.7%	?	-13.7%	/	-12.2%	19.4

Sorted by formula weight (ascending): part of the list above
SMILES	Sm TGR inh	AmpC inh detg	HCV inhibitor	Giardia FBPA inh	AMA1-RON2 inh	HCMV antiviral
CC(C)NS(=O)(=O)c1ccc(CCC(=O)N2CCCC2)cc1	/	-8.3%	18.4%	8.7%	-4.0%	-34.1
Cc1ccc(-n2cc(-c3ccc([N+](=O)[O-])cc3)[nH]c2=S)c(C)c1	-10.4%	-7.4%	?	8.5%	-6.7%	-64.3*
O=C(CN(C(=O)c1csnn1)c1cccc(F)c1)NC1CCCC1	-2.6%	1.5%	13.4%	4.8%	6.2%	-11.2
Cc1ccc(C(=O)N2CCOCC2)cc1S(=O)(=O)N1CCOCC1	-32.6%	2.2%	10.1%	1.9%	20.5%	33.2
CN(C)S(=O)(=O)c1cc(C(=O)O)c(NC2CCCCC2)cc1Cl	-11.6%	7.7%	20.4%	11.7%	0.8%	40.5
Cc1ccc2c(c1)[C@H]1[C@H](CO2)[C@H](c2ccccc2)[C@]2(C)C(=O)NCC(=O)N12	-17.2%	-5.6%	-10.0%	/	0.8%	9.5
CCOc1ccc(C2=C(C(=O)CC)Sc3nncn3N2C(=O)CC)cc1	-30.6%	-1.4%	/	/	/	-100.9*
O=S(=O)(c1ccccc1)N1N=C(c2ccc(Cl)cc2)CC1c1ccco1 (configuration not stated)	39.8µM*	?	?	/	0.7%	-32.8
COc1cccc(Cn2cc(C(=O)c3ccccc3)c(=O)c3cc4c(cc32)OCO4)c1	0.8%	-0.8%	/	/	/	-14.9
CCn1c(=O)n(CC)c2cc(N3CCCC3)c(NC(=O)c3ccccc3Br)cc21	?	-7.2%	5.1%	?	-8.5%	-16.9
CCOc1cc(C(=O)Nc2ccc(S(=O)(=O)NC3=NCCCCC3)cc2)cc(Br)c1OC	12.9%	-4.7%	-27.0%	/	4.7%	-9.5
